VLA-4 inh: inhibition in human VLA-4 binding assay, primary screen, VLA-4 allosteric modulator project, MLPCN library, flow cytometry, VLA-4 expressing cells. Integrin alpha-4 (Homo sapiens), P13612. ligand binding flow cytometry. inhibition, % (about 7 µM as worked out from the volumes in the protocol). 330,000 compounds, 0.2% hits. AID 2557, 2010; in the data active = inhibition above about 50%
Bcl-xL primary: inhibitors of human Bcl-xL, primary screen, biochemical, fluorescence polarization, HTS. Bcl-2-like protein 1 (Homo sapiens), Q07817. GST-Bcl-xL / FITC-Bim BH3 peptide fluorescence polarization. inhibition, % at 10.9 µM. 320,000 compounds, 0.7% hits. AID 2129, 2009;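 active = inhibition above the mean of all tested compounds plus 3 SD, cutoff set per campaign, cut at about 30% in these data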;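 also: 0% = DMSO wells and 100% = unlabeled Bim-BH3 peptide competitor; inhibitors lower millipolarization by displacing the labeled peptide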
Target sequence (Q07817 whole entry, looked up): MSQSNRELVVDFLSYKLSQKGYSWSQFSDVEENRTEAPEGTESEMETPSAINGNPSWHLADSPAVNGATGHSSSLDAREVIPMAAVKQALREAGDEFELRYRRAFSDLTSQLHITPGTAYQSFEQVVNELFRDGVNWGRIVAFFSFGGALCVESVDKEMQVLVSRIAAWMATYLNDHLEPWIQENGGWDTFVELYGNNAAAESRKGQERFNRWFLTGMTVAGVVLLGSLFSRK
MEX-5 binding: MEX-5 zinc finger RNA-binding disruptors – biochemical, C. elegans, fluorescence polarization, MLPCN library, primary screen | Zinc finger protein mex-5 (Caenorhabditis elegans), Q9XUB2 | MEX-5/FITC-TCR2 RNA binding; active compounds read low | activity score (negative = inhibition of binding), % at 10 µM | 300,000 compounds, 0.38% hits | AID 1832, 2009;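 active = inhibition past about -25% in most replicates, and total fluorescence under double the plate's negative control median, limit read from the data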;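 also: 0% = DMSO and -100% = 5 µM competing unlabeled TCR2 RNA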
MCL1 BIM primary: inhibitors of MCL1 binding to BIM-BH3, primary screen, biochemical, fluorescence polarization. GST-MCL1 / FITC-Bim-BH3 fluorescence polarization. inhibition, % at 10.9 µM. 320,000 compounds, 0.68% hits. AID 2057, 2009;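 active = inhibition above the mean inhibition of all tested compounds plus 3 SD, set per campaign, cut at about 40% in these data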;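 also: 0% = DMSO wells and 100% = unlabeled Bim-BH3 peptide control; higher means more loss of mP so more displacement of Bim peptide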
Target sequence (Q07820 whole entry, looked up): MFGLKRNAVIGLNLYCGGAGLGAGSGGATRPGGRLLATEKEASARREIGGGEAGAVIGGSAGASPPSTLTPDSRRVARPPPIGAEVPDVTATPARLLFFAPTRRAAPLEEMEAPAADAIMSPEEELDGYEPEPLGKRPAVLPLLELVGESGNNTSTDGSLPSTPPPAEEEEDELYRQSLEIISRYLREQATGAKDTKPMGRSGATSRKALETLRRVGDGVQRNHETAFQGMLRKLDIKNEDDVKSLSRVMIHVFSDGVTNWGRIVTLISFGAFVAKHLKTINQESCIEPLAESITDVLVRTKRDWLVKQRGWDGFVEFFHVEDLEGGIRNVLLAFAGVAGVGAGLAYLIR
GLD-1 TGE inh: GLD-1/TGE RNA complex disruptors, primary screen, biochemical, fluorescence polarization; purified GLD-1 + fluorescein TGE RNA; inhibition, % at 5.96 µM; 320,000 compounds, 0.44% hits;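 active = percent inhibition above a per-plate cutoff, the plate mean of test compounds plus 3 SD, cut at about 30% in these data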;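 also: 0% = DMSO wells with GLD-1 and probe and 100% = wells lacking GLD-1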
Target sequence (Q17339 whole entry, looked up): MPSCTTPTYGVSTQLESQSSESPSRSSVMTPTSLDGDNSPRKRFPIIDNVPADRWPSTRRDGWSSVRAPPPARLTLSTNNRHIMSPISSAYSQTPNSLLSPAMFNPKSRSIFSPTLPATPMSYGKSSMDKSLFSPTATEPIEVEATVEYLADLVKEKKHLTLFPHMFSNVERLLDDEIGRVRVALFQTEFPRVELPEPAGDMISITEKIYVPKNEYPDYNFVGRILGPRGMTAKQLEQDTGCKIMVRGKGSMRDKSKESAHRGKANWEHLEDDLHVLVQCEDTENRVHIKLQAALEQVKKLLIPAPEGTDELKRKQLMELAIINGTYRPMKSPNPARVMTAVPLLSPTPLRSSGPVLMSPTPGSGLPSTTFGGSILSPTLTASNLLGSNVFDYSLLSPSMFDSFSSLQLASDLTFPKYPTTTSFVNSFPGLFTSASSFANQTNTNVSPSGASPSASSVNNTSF
GRK2 aptamer HTS: compounds blocking aptamer binding on GRK2 – biochemical, human GRK2, bead flow cytometry, HTS, primary screen. Beta-adrenergic receptor kinase 1 (Homo sapiens), P25098. FAM-aptamer displacement from GRK2. inhibition of aptamer binding, % at 10 µM. 330,000 compounds, 0.59% hits. AID 488847, 2010;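 active = inhibition of aptamer binding above 40%, roughly 3 SD of noise, on plates passing a quality check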;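 also: median bead fluorescence of bound FAM aptamer so fluorescent compounds give negative values; no value below 0 was filed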
PME-1 primary: PME-1 inhibitors via competitive probe labeling, primary screen, biochemical, fluorescence polarization, FP-Rh probe, HTS | recombinant PME-1 | inhibition, % at 5.9 µM | 320,000 compounds, 0.53% hits;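 active = inhibition above the campaign mean of all compounds plus 3 SD, cut at about 26% in these data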;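 also: competitive labeling of PME-1 active site by serine hydrolase directed probe; 0% = PME-1 with DMSO and 100% = wells lacking PME-1 enzyme; inhibitors block probe labeling so polarization falls and inhibition rises; many of its hits are not listed in these tables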
Efflux pump inh: inhibitors of Candida efflux pumps in yeast, primary screen, S. cerevisiae, Nile Red, multiplex; AID 485275, 2010; inhibition, % at 10 µM; S. cerevisiae Candida pump triplex; 330,000 compounds, 0.44% hits;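 active = plate passing quality check with inhibition over a set limit, or well fluorescence over plate mean plus 4 SD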;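 also: Nile Red retained in pooled yeast measured as flow cytometry median fluorescence; 0% = buffer negative control and 100% = Enniatin B positive control; higher means more Nile Red kept so more efflux inhibition; some compounds called inactive have numbers as strong as hits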
Fam108B inh: mouse Fam108B serine hydrolase inhibitors, primary screen, counter-screen for RBBP9 inhibitor project, biochemical, fluorescence polarization; inhibition, % at 9.51 µM; AID 1947, 2009; 300,000 compounds, 0.33% hits; recombinant Fam108B, FP-Rh probe fluorescence polarization;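 active = inhibition above the screen mean inhibition plus 3 SD, computed separately per campaign, cut at about 18% in these data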;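 also: inhibitors lower polarization as less probe binds the enzyme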
An asterisk follows results filed as active; nt = no result given. These rows are one share of the data, so the mix of outcomes need not match the whole.

compound,VLA-4 inh,Bcl-xL primary,MEX-5 binding,MCL1 BIM primary,GLD-1 TGE inh,GRK2 aptamer HTS,PME-1 primary,Efflux pump inh,Fam108B inh
Cc1ccc(SCCC(=O)Nc2cccnc2)cc1,5.5,-0.1,0.7,-1.6,3.6,0.0,-2.0,0.0,-0.9
COc1ccccc1/C=N/NC(=O)c1ccc(Cn2nc([N+](=O)[O-])cc2C)cc1,3.5,3.0,-0.5,-1.9,3.4,0.0,-1.3,0.3,-5.7
COC(=O)c1cc(C(=O)NCC2CCCCC2)cc([N+](=O)[O-])c1,1.0,-1.7,0.8,-10.0,1.2,0.0,-2.0,0.1,1.3
O=C(Cn1c2ccc(F)cc2c2nc3n(c(=O)c21)CCS3)Nc1ccccc1F,8.9,4.7,-3.7,0.8,3.5,0.0,-9.7,0.4*,-11.6
Cc1ccc(-c2nn(Cc3ccccc3)cc2/C=C/C(=O)O)cc1C,9.3,-2.5,-0.6,0.5,-3.0,0.0,2.2,-0.1,-1.3
O=C(Nc1nnc(-c2ccncc2)o1)c1ccc(Br)s1,5.1,7.1,-2.1,6.0,-7.7,1.0,0.1,-0.1,-0.8
Cn1c(SCC(=O)Nc2cccnc2Cl)nc2ccccc21,-15.5,nt,nt,nt,1.6,0.0,nt,-0.1,nt
O=C(/C=C1\SC(=O)NC1=O)Nc1ccc(F)cc1,6.1,10.5,-1.2,0.9,6.2,0.0,-4.1,0.0,2.8
O=C(NCCCN1CCN(c2ccccc2F)CC1)C1CCC(=O)N1C1CCCCC1 (stereo not drawn),-2.7,3.5,0.6,0.6,3.4,0.0,-3.2,-0.1,2.1
O=C(O)c1cccc(NC(=O)c2ccc(Cl)c(S(=O)(=O)N3CCCCCC3)c2)c1,-15.2,4.6,-0.9,-0.1,3.8,4.0,-1.0,0.0,-7.7
O=C(CCCO)CCCCCCCCC[C@H]1N[C@H](CO)[C@@H](O)[C@@H]1O,22.0,2.3,-1.1,4.8,-1.4,5.0,4.5,0.0,-3.1
CN(Cc1ccc(Cl)cc1)C(=O)c1ccc(S(=O)(=O)NCc2ccco2)cc1,11.4,-4.1,nt,-9.1,-4.3,1.0,-4.7,0.1,nt
CCC(=O)Nc1ccc(S(=O)(=O)NCC2CCCO2)cc1 (stereo not drawn),2.1,10.7,-1.3,0.2,-3.0,0.0,2.0,0.0,7.1
CC1CC(CCN)(c2ccccc2)C(C)CN1C (stereo not drawn),9.0,4.5,-0.9,4.8,3.3,0.0,-0.2,0.0,-0.5
Cc1cc2[nH]cnc2c([N+](=O)[O-])c1C,22.9,3.9,-3.5,-2.4,-5.6,3.0,-0.8,0.2,-0.8
CCOc1ccc(C(=O)Nc2cccc(-n3cnnn3)c2)cc1OCC,-6.2,2.7,-1.0,-1.1,-1.8,23.0,-10.1,1.1,-17.6
O=C(Nc1ccncc1)c1ccc(NS(=O)(=O)c2ccc3[nH]c(=O)[nH]c3c2)cc1,-11.6,-1.0,0.1,-5.6,5.0,0.0,-3.2,-0.1,3.0
O=C1C2C3C=CC(C2C(=O)N1C1CCCCC1)C1C(=O)N(C2CCCCC2)C(=O)C31 (stereo not drawn),5.5,-3.2,nt,-13.4,0.5,1.0,-9.3,0.0,-5.0
CCN1CCN(C(=O)C(C)Nc2ccc(OC)cc2OC)CC1 (stereo not drawn),-5.0,5.1,-5.3,3.0,-0.8,21.0,-3.4,-0.1,4.9
O=C(Nc1cccc(C(=O)O)c1)/C(=C/c1ccccc1)NC(=O)c1cccc(Br)c1,4.2,4.1,0.4,4.7,0.8,1.0,-1.9,-0.1,-3.3
Cc1nc(C(=O)NNC(=O)c2ccc(Cl)cc2)cs1,17.6,3.0,-3.7,2.3,3.7,3.0,0.4,-0.1,-4.6
CCCn1c(SCC(=O)Nc2cccc(S(=O)(=O)NC3=NCCCCC3)c2)nc2ccccc2c1=O,-5.0,2.2,1.8,1.1,2.8,1.0,6.6,0.0,5.3
Cc1cc(NC(=O)Cn2cnc3c2c(=O)n(C)c(=O)n3C)n(-c2ccccc2)n1,-3.6,-2.2,2.1,-0.8,4.4,0.0,-1.8,0.0,-1.9
NC(=S)N(c1ccccc1)c1ccccc1,0.0,-2.8,3.2,1.6,1.0,5.0,0.2,-0.1,7.2
Cc1cc2occ(CC(=O)N(C)CC(=O)Nc3c(C)cccc3C)c2cc1C,-0.1,-5.4,-4.4,-5.3,1.1,3.0,-1.2,-0.1,1.9
Cc1cccc(NC(=O)c2cccc(S(=O)(=O)Nc3ccccc3C(=O)O)c2)c1,-5.7,8.5,-1.9,16.0,-7.3,0.0,-5.5,-0.8,-7.9
Cc1ccc(C)c(SCC(=O)NC(=O)NC2CCCC2)c1,9.9,-1.6,nt,-3.2,4.6,13.0,3.1,0.0,nt
N#Cc1ccc(C23CC4(C2)[C@H](CN(Cc2ccc(C(F)(F)F)cc2)[C@@H]4c2ccccc2)C3c2ccccc2)cc1 (stereo partly drawn),-4.2,3.7,0.3,3.3,-7.4,0.0,-14.6,0.2,-11.3
O=C(CSc1nnnn1C1CCCC1)NCc1ccc2c(c1)OCO2,8.9,4.1,-1.1,0.3,1.1,0.0,-2.4,0.1,-2.2
COC(=O)CC1C(=O)NCCN1C(=S)Nc1ccc(F)cc1 (stereo not drawn),4.2,4.7,2.6,5.5,4.0,1.0,0.0,-0.1,2.5
CCOC(=O)C1=NN(C(=O)Nc2ccc(OC)cc2)C2C(=O)N(c3cccc(C(F)(F)F)c3)C(=O)C12 (stereo not drawn),6.8,5.7,0.1,5.5,0.6,0.0,-0.4,-0.1,-3.0
CCSc1nc2cc(C(=O)OC)ccc2c(=O)n1CC,6.3,-13.3,2.3,-11.6,2.8,0.0,-2.7,-0.1,-5.4
Cc1cc(NC(=O)Cn2cc([N+](=O)[O-])cn2)no1,3.5,0.9,0.0,1.9,5.9,0.0,-1.5,-0.2,-1.1
COc1ccccc1Oc1ccc2c(c1)C(=O)N(c1ccc(O)cc1)C2=O,10.0,-3.1,nt,-6.0,-0.4,0.0,-14.1,0.0,-11.9
O=C(Nc1ccccc1)Nc1ccccc1Br,6.2,0.6,0.9,-0.1,-3.9,2.0,-1.3,0.2,0.9
CCn1cnc2c(NCCc3cccnc3)nc(C#N)nc21,3.5,3.0,nt,3.2,3.3,0.0,0.7,0.1,nt
CC(C)c1nc(C#N)c(NCCCn2ccnc2)o1,0.0,-0.5,0.4,3.8,-1.6,5.0,-4.5,0.1,0.0
Nc1ccc2oc(=O)c3ccccc3c2c1,-3.1,-2.3,-1.5,-2.4,-8.9,2.0,-1.8,0.0,0.6
COc1ccc(-c2csc3ncnc(N4CCN(c5cccc(OC)c5)CC4)c23)cc1,-2.2,-2.5,1.9,2.6,-5.6,3.0,5.6,0.2,0.3
Cc1cc([N+](=O)[O-])cc2ncccc12,0.1,0.6,2.9,2.5,3.4,4.0,-5.6,-0.1,-2.1
CCOc1ccc(-n2c(SCC(=O)Nc3cc(C)on3)nnc2-c2c[nH]c3ccccc23)cc1,17.1,2.9,-1.6,0.9,4.3,4.0,-6.2,0.4,-5.0
CN1CCN(C=Nc2nc3ccccc3nc2N2CCCC2)CC1,8.2,14.0,-1.5,18.2,14.7,1.0,3.5,-0.1,3.6
Cc1ccc(C(=O)OCC(=O)c2c[nH]c3ccccc23)cc1NC(=O)c1ccco1,0.2,-1.1,2.8,-5.2,2.6,0.0,-11.3,0.1,-3.5
CCN(c1ccccc1)S(=O)(=O)c1ccc(Cl)c(NC(=O)COC(=O)c2ccc[nH]c2=O)c1,-72.7,1.0,0.0,0.6,1.0,1.0,-3.7,0.0,-8.1
CCOc1cc(S(=O)(=O)N(CC)CC)ccc1Cl,1.9,3.2,0.0,-3.6,-4.8,0.0,-1.4,0.0,0.9
Cc1cc(C)nc(SC2c3cccc4cccc(c34)C2NS(=O)(=O)c2ccccc2)n1 (stereo not drawn),4.8,-0.5,-1.3,1.7,4.5,5.0,-23.6,1.4,-16.2
COCCNC(=O)Cn1nc(C(F)(F)F)cc1C,13.0,-0.6,nt,7.9,0.0,4.0,-4.3,0.0,-0.7
O=C(CNS(=O)(=O)c1ccc(Br)cc1Cl)OCC(=O)c1ccc[nH]1,-7.4,2.0,2.7,-1.3,0.7,0.0,-0.1,-0.2,4.4
Cc1nnc(SCC(=O)Nc2ccc(Cl)cn2)n1Cc1ccccc1,9.4,4.0,-0.6,3.8,1.4,1.0,-4.2,-0.1,2.0
CC(/C=C/c1ccco1)=N\NC(=O)CNc1ccc2ccccc2c1,3.7,-4.9,3.4,2.0,3.6,0.0,6.3,0.0,2.0
Cc1cccc(N(CC(=O)N2CCCC2)S(=O)(=O)c2ccccc2)c1C,14.9,1.6,-1.5,-0.4,3.0,0.0,3.6,-0.1,-0.1
CCn1c(SCC(=O)c2ccc(CNC(C)=O)o2)nnc1-c1cccs1,-12.8,-4.5,-2.2,-0.3,9.8,6.0,-6.0,0.0,-0.3
CCc1cc2c(C)ccc(C)c2nc1SCC(=O)Nc1cc(C)on1,18.3,0.7,-2.3,0.8,5.0,1.0,0.7,-0.1,3.3
CCCC(=O)NC(Nc1ccc(S(=O)(=O)Nc2cc(C)on2)cc1)(C(F)(F)F)C(F)(F)F,-4.5,-0.7,-0.7,7.7,8.2,2.0,2.0,0.2,-3.5
C=CCc1cc(/C=N/NC(=O)CSc2nnc(CCCc3ccc(OC)cc3)o2)cc(OC)c1O,15.5,-1.1,2.1,5.1,5.0,0.0,3.2,0.1,-4.3
COCC(=O)Nc1sc2c(c1C(=O)OC)C(C(=O)OC)CC2 (stereo not drawn),16.5,6.4,-2.4,2.0,6.2,0.0,-4.4,-0.1,-0.3
Cc1ccccc1NS(=O)(=O)c1ccc(OCCNS(C)(=O)=O)cc1,13.9,6.5,1.6,13.6,0.5,4.0,-0.3,0.3,2.3

Just GLD-1 TGE inh, MCL1 BIM primary and MEX-5 binding, for some of the entries so far:
SMILES,GLD-1 TGE inh,MCL1 BIM primary,MEX-5 binding
O=C(/C=C1\SC(=O)NC1=O)Nc1ccc(F)cc1,6.2,0.9,-1.2
O=C(NCCCN1CCN(c2ccccc2F)CC1)C1CCC(=O)N1C1CCCCC1 (stereo not drawn),3.4,0.6,0.6

Screens (PubChem BioAssay)
